C8 TRAIL sens – viability loss with TRAIL in NB7+C8 cells, primary screen, TRAIL sensitizer project, cell-based, ATPlite luminescence; 360,000 tested, 1% active; inhibition (viability loss, TRAIL sensitization), % at 10 µM; AID 624354, 2012;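 active = compounds causing at least 50% loss of cell viability in the single-dose screen, relative to plate controls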
COUP-TFII inh – NR2F2 transcriptional activity inhibitors, primary screen, cell-based, luciferase reporter, HEK293T, luminescence | COUP transcription factor 2 (Homo sapiens), P24468 | HEK293T NGFI-A luciferase reporter | inhibition, % at 8.6 µM | 370,000 tested, 0.7% active;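 active = inhibition above a per-plate cutoff, mean inhibition of test wells between control levels plus 3 SD, cut at about 38% in these data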;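 note: cells cotransfected with COUP-TFII expression vector driving the NGFI-A reporter; 0% = median of COUP-TF2 test wells and 100% = reporter-only cells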
LRH-1 inv ag – LRH-1 (NR5A2) inverse agonists, primary screen, cell-based, luminescence, HEK293T, StAR-luciferase reporter; Nuclear receptor subfamily 5 group A member 2 (Homo sapiens), O00482; LRH-1 transfected, 24 h; inhibition, % at 3.6 µM; 360,000 tested, 0.13% active;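 active = inhibition above the mean inhibition of all tested compounds plus 3 SD, cut at about 73% in these data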;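 note: 0% = DMSO wells and 100% = reporter-only cells lacking LRH-1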
SRC3 inh – SRC3 coactivator transcriptional activity inhibitors, primary screen, cell-based, luminescence; inhibition, % at 3.6 µM; HEK293 GAL4-SRC3 luciferase reporter; 360,000 tested, 0.17% active; Nuclear receptor coactivator 3 (Homo sapiens), Q9Y6Q9; AID 588352, 2011;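 active = inhibition above a per-campaign cutoff, the mean of all compounds plus 3 SD, cut at about 60% in these data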;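 note: 0% = DMSO-treated cells and 100% = gossypol-treated cells at 36 µM; higher means less SRC3-driven luciferase light from the GAL4 reporter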
TWEAK Fn14 block – inhibitors of TWEAK-Fn14 signaling, primary screen, luciferase reporter cells, uHTS | TWEAK-stimulated Fn14 reporter cells, luciferase luminescence, 8 h | inhibition, % at 10 µM | 360,000 tested, 2% active; in the data active = inhibition above about 50%
EBV LMP1 NFkB – EBV LMP1-driven NF-kappaB luciferase reporter inhibitors, primary screen, cell-based, luminescence, single point; 350,000 tested, 0.69% active; inhibition, % at 12.5 µM; LMP1-induced NF-kappaB luciferase reporter cells; in the data active = inhibition above about 41%;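 note: 0% = neutral control wells and 100% = reference inhibitor control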
NOD2 RIPK2 PPI – NOD2-RIPK2 binding disruptors in cells, primary screen, fluorescence, CHO cells, BLA complementation; Receptor-interacting serine/threonine-protein kinase 2 (Homo sapiens), O43353; CCF4 ratio; inhibition, % at 4.98 µM; 360,000 tested, 0.38% active; AID 624267, 2012; in the data active = inhibition above about 21%;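 note: 0% = vehicle only and 100% = reference blocker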
NCOA2 inhibitor – inhibition of GAL4-SRC2 driven luciferase reporter, primary screen, SRC2 inhibitor project, cell-based, luminescence; Nuclear receptor coactivator 2 (Homo sapiens), Q15596; HEK293 GAL4-SRC2 luciferase reporter; inhibition, % at 9 µM; 370,000 tested, 0.17% active;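 active = inhibition above the mean inhibition of all tested compounds plus 3 SD, set per campaign, cut at about 52% in these data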;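 note: 0% = DMSO treated cells and 100% = cells given Gossypol at 36 µM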
NCOA1 inh – SRC1 coactivator transcriptional activity inhibitors, primary screen, cell-based, luminescence. Nuclear receptor coactivator 1 (Homo sapiens), Q15788. AID 588354, 2011. HEK293 GAL4-SRC1 luciferase reporter. inhibition, % at 3.6 µM. 360,000 tested, 0.12% active;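 active = inhibition above the campaign mean plus 3 SD, with each screening campaign given its own cutoff, cut at about 60% in these data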;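 note: 0% = DMSO treated cells and 100% = gossypol at 36 µM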
TLR9-MyD88 block – inhibitors of TLR9-MyD88 association in cells, primary screen, cell-based, CHO, BLA complementation, fluorescence; Toll-like receptor 9 (Homo sapiens) + Myeloid differentiation primary response protein …; CCF4 FRET ratio; inhibition, % at 4.98 µM; 340,000 tested, 0.21% active; AID 504734, 2011;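 active = inhibition above the mean over all tested compounds plus 3 SD, cut at about 21% in these data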;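 note: 0% = DMSO only wells and 100% = clavulanate BLA inhibitor control wells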
Target sequence (Q99836 whole entry, looked up): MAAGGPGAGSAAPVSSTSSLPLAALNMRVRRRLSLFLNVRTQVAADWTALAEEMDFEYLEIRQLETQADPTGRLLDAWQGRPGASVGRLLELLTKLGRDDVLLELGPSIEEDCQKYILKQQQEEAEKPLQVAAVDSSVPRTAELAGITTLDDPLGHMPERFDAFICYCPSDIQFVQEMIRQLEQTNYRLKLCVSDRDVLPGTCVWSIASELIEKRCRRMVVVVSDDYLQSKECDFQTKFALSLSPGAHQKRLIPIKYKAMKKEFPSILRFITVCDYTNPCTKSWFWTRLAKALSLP
Target sequence (Q9NR96 whole entry, looked up): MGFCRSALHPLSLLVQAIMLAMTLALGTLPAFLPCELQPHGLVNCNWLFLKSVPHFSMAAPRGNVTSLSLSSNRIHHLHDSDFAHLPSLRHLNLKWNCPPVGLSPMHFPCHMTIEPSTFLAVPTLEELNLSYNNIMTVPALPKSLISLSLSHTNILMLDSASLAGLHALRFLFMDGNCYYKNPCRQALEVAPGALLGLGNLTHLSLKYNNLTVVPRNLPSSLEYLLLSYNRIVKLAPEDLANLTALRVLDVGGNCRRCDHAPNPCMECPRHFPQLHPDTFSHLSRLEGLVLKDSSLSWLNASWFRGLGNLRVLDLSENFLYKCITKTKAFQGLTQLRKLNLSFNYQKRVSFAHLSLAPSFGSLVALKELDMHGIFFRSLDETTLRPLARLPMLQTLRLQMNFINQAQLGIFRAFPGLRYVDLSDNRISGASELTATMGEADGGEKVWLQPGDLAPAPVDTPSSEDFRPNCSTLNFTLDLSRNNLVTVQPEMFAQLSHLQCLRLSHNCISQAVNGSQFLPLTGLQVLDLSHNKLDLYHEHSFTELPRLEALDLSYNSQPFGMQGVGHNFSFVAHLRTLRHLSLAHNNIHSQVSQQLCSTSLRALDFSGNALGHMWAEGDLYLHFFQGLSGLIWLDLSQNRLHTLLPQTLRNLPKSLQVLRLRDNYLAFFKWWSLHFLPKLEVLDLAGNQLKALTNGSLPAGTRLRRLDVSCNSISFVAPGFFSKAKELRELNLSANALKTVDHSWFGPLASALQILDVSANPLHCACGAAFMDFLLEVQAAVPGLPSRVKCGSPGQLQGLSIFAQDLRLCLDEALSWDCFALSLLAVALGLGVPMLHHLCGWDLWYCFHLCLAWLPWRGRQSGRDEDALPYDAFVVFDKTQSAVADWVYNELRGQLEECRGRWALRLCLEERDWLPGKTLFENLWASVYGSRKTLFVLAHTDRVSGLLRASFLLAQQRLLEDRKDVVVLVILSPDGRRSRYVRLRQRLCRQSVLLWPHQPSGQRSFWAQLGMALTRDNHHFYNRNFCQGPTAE
TROY NFkB inh – inhibitors of TROY-driven NF-kB signaling, primary screen, Q293 LMP1-TROYcd cells, NF-kB luciferase, uHTS; Q293 LMP1-TROYcd NF-kB luciferase reporter, 4 h; inhibition, % at 10 µM; 360,000 tested, 0.98% active; AID 1347056, 2019;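 active = compounds whose plate-normalised and pattern-corrected inhibition of the luciferase reporter signal at the single screening dose is 50% or more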
Numbers without * were called inactive; . = not tested or not shown.

#	structure	C8 TRAIL sens	COUP-TFII inh	LRH-1 inv ag	SRC3 inh	TWEAK Fn14 block	EBV LMP1 NFkB	NOD2 RIPK2 PPI	NCOA2 inhibitor	NCOA1 inh	TLR9-MyD88 block	TROY NFkB inh
1	CC(C)C[C@@H]1CC2=C(C(=O)OC(C)(C)O2)[C@H](CCc2ccccc2)O1	-5	21	-3	.	13	.	-7	1	.	.	-4
2	Cc1cccc(-c2nnc3n2N=C(c2ccccc2Br)CS3)c1	14	21	18	-11	8	9	-6	11	-7	-8	-9
3	COC(=O)c1ccc2c(c1)C(NC(C)=O)CCc1cc(OC)c(OC)c(OC)c1-2 (centres undefined)	1	-79	26	11	13	0	9	18	-17	-7	1
4	CCOC(=O)c1cn(CC)c2ccc(Br)cc2c1=O	2	-7	6	-2	-10	-4	-6	-6	-24	12	-2
5	O=C(Cc1coc2ccc3ccccc3c12)N1CCCC1	1	-5	11	6	-4	0	-10	4	4	6	2
6	Cc1oc(C(C)(C)C)cc1C(=O)N1CCCC1C(=O)O (centres undefined)	-3	2	9	20	6	5	-12	2	8	1	-3
7	O=C(NCCn1ccc2ccccc21)c1ccc(S(=O)(=O)N2CCOCC2)cc1	3	1	-24	-15	2	4	3	11	-5	-5	-3
8	CN(Cc1ccccc1)C(=O)c1ccc2nc([C@H]3C[C@H](O)[C@@H](CO)O3)[nH]c2c1	8	-5	2	-51	-1	.	-14	17	4	.	-8
9	Cn1cc(C2NC(=O)c3ccccc3N2)c2ccccc21 (centres undefined)	6	-9	-52	-96	1	6	-7	-52	-54	3	-38
10	NC(=O)c1nsc(C(=O)N(c2cccc(O)c2)C(C(=O)NC2CCCC2)c2ccc(Cl)cc2)c1N (centres undefined)	9	10	3	10	18	5	-12	10	-7	-9	22
11	Cc1cccc(NC(=O)C2CCN(C(=O)[C@@H]3Cc4ccccc4CN3)CC2)c1	11	-25	-42	3	-15	-7	-1	-28	-24	1	-11
12	Cc1cccc(NS(=O)(=O)c2cccc(C(=O)NCC(c3ccco3)N3CCCCC3)c2)c1 (centres undefined)	4	-5	-3	-35	23	-9	1	6	1	-6	13
13	O=C(Cn1cc2c(n1)CCCCC2)N1CCc2ccccc21	6	-21	5	-8	12	-8	2	-3	-12	1	-11
14	CCOC(=O)N1CCN(C(=O)CN(Cc2ccc(Cl)cc2)S(=O)(=O)c2ccccc2)CC1	13	7	5	14	-8	-8	4	15	2	-9	3
15	COc1ccc(C2CC(c3ccc(F)cc3)Nc3nc(N)nn32)cc1 (centres undefined)	-28	0	-3	14	-17	-4	1	16	6	-13	-23
16	O=C(O)COCC(=O)N1CCCN(c2ccc(C(F)(F)F)cn2)CC1	-11	-3	3	13	-15	-2	-8	-8	0	-13	-3
17	COc1cc(NC(=O)CN(C)C2CCCCC2)c(C)cc1[N+](=O)[O-]	10	-18	1	5	16	6	-6	11	10	5	-17
18	COCC(C)NC(=O)C1c2ccccc2Oc2ccccc21 (centres undefined)	-20	3	9	-1	1	-5	-6	23	-7	-7	-10
19	Cc1c(N2C(=O)C(=O)/C(=C(/O)c3ccc(Br)cc3)C2c2cccnc2)c(=O)n(-c2ccccc2)n1C (centres undefined)	-11	-11	9	9	-14	4	7	-13	-8	-11	-2
20	COc1ccc(-c2[nH]ncc2C=O)cc1	-7	0	3	16	10	7	-12	14	11	4	6
21	COC(=O)C[C@H]1c2cc(C(F)(F)F)ccc2S(=O)(=O)N1Cc1ccc(OC)cc1	-8	6	2	-4	-13	2	-8	13	-6	-1	-5
22	O=C(NCCO)c1ccc(-c2nnc(Nc3ccc(O)cc3)c3ccccc23)cc1	-14	-4	5	16	5	8	4	0	6	-11	-1
23	CCn1cc(Cl)c(C(=O)Nc2cccc(CN3CCOCC3)c2)n1	11	1	8	0	-13	2	3	-8	-12	7	-11
24	Cc1cc(Nc2ccccc2)n(-c2ccccc2)n1	-12	-2	11	5	-2	2	-7	-13	1	0	5
25	O=c1nc(N(c2ccccc2)c2ccccc2)[nH]c(=O)[nH]1	-4	-2	-9	-6	12	0	0	-2	3	1	3
26	CC(C)(C)OC(=O)NCCCCCNC(=O)c1[nH]cnc1C(=O)Nc1cc(Br)ccc1F	58*	-9	17	-3	76*	15	-5	-5	3	-11	22
27	CC1(C)CC(=O)C2=C(C1)N(c1ccccc1)C(N)=C(C#N)C2c1cccnc1 (centres undefined)	-3	-7	-13	12	15	7	-4	6	11	-6	-16
28	CC(C)CN1CC(C)C(=O)N(c2ccccc2)C1=O (centres undefined)	2	3	-16	-12	21	1	-13	-6	3	-12	-14
29	C/C(=N\NC(N)=S)c1ccncc1	-23	1	45	7	-7	-2	-1	7	9	.	-5
30	CCCNC(=O)c1ccccc1NS(=O)(=O)c1ccc2c(c1)OCCO2	1	13	4	-3	12	-6	-9	-29	5	0	14
31	CCN(CC)S(=O)(=O)c1cccc(NC(=O)c2ccc(SC)cc2OC)c1	-12	19	-6	14	22	5	-10	2	3	-15	13
32	Oc1ccccc1-c1nnc(COc2ccc(Cl)cc2Cl)o1	26	-17	-12	-44	-35	-12	4	-36	-22	12	-56
33	Cn1c(=O)c2c(nc(NCc3ccccc3)n2CC(=O)NCc2ccccc2)n(C)c1=O	5	-5	-9	-1	6	-3	-8	27	-20	1	-1
34	COc1ccc2[nH]c(C)c(-c3csc(N)n3)c2c1	12	10	3	-1	9	-11	-5	-22	-13	1	-1
35	O=C(Cc1n[nH]c(=O)c2ccccc12)Nc1ccc(-c2nnc3n2CCCCC3)cc1	6	8	0	6	5	-1	-7	-20	7	-2	8
36	COCCNC(=O)c1ccc2c3n(nc2c1)-c1ccc(C)cc1CO3	30	-23	-163	-96	-52	-8	-9	-94	-77	-3	-111
37	Cc1csc(SCC(=O)Nc2cccc(S(=O)(=O)N3CCOCC3)c2)n1	10	-4	-1	21	-4	6	-3	3	-4	5	9
38	CC(=O)Nc1cc2c(c(Cl)c1Cl)-c1ccccc1C2=O	-9	2	7	-9	-41	8	-5	5	-12	-2	-4
39	CNC(=O)CNC(=O)Nc1ccc(C)cc1	-7	-29	0	-9	5	-5	-5	-2	-19	10	-15
40	CCCCN(C(=O)c1ccc2c(c1)OCCO2)c1c(N)n(CCCC)c(=O)[nH]c1=O	-19	18	-8	7	8	-5	-5	-7	-6	-1	9

Shown with two lines to a compound: eleven of the compounds above
Every second line gives: C8 TRAIL sens | COUP-TFII inh | LRH-1 inv ag | SRC3 inh | TWEAK Fn14 block | EBV LMP1 NFkB | NOD2 RIPK2 PPI | NCOA2 inhibitor | NCOA1 inh | TLR9-MyD88 block | TROY NFkB inh
30	CCCNC(=O)c1ccccc1NS(=O)(=O)c1ccc2c(c1)OCCO2
→ 1 | 13 | 4 | -3 | 12 | -6 | -9 | -29 | 5 | 0 | 14
31	CCN(CC)S(=O)(=O)c1cccc(NC(=O)c2ccc(SC)cc2OC)c1
→ -12 | 19 | -6 | 14 | 22 | 5 | -10 | 2 | 3 | -15 | 13
32	Oc1ccccc1-c1nnc(COc2ccc(Cl)cc2Cl)o1
→ 26 | -17 | -12 | -44 | -35 | -12 | 4 | -36 | -22 | 12 | -56
33	Cn1c(=O)c2c(nc(NCc3ccccc3)n2CC(=O)NCc2ccccc2)n(C)c1=O
→ 5 | -5 | -9 | -1 | 6 | -3 | -8 | 27 | -20 | 1 | -1
34	COc1ccc2[nH]c(C)c(-c3csc(N)n3)c2c1
→ 12 | 10 | 3 | -1 | 9 | -11 | -5 | -22 | -13 | 1 | -1
35	O=C(Cc1n[nH]c(=O)c2ccccc12)Nc1ccc(-c2nnc3n2CCCCC3)cc1
→ 6 | 8 | 0 | 6 | 5 | -1 | -7 | -20 | 7 | -2 | 8
36	COCCNC(=O)c1ccc2c3n(nc2c1)-c1ccc(C)cc1CO3
→ 30 | -23 | -163 | -96 | -52 | -8 | -9 | -94 | -77 | -3 | -111
37	Cc1csc(SCC(=O)Nc2cccc(S(=O)(=O)N3CCOCC3)c2)n1
→ 10 | -4 | -1 | 21 | -4 | 6 | -3 | 3 | -4 | 5 | 9
38	CC(=O)Nc1cc2c(c(Cl)c1Cl)-c1ccccc1C2=O
→ -9 | 2 | 7 | -9 | -41 | 8 | -5 | 5 | -12 | -2 | -4
39	CNC(=O)CNC(=O)Nc1ccc(C)cc1
→ -7 | -29 | 0 | -9 | 5 | -5 | -5 | -2 | -19 | 10 | -15
40	CCCCN(C(=O)c1ccc2c(c1)OCCO2)c1c(N)n(CCCC)c(=O)[nH]c1=O
→ -19 | 18 | -8 | 7 | 8 | -5 | -5 | -7 | -6 | -1 | 9

Additional entries:
#	structure	C8 TRAIL sens	COUP-TFII inh	LRH-1 inv ag	SRC3 inh	TWEAK Fn14 block	EBV LMP1 NFkB	NOD2 RIPK2 PPI	NCOA2 inhibitor	NCOA1 inh	TLR9-MyD88 block	TROY NFkB inh
41	COc1ccc(C(=O)C2CCCN(C(=O)c3cc(C)nc(C)n3)C2)cc1OC (centres undefined)	-2	-10	-16	11	-5	-4	-3	8	-5	-19	-24
42	O=C(OCc1nc2scc(-c3ccccc3)c2c(=O)[nH]1)c1cc(Cl)ccc1[N+](=O)[O-]	1	8	-2	3	7	-5	12	4	-1	2	19
43	O=C(NOC(=O)c1ccccc1Cl)c1cccs1	-15	10	-1	6	-1	1	7	17	-5	-6	1
44	CSc1nc(-c2ccco2)nn1S(C)(=O)=O	2	3	-4	3	6	-5	-4	-17	-8	-4	9
45	C[N+](C)(C)CCOP(=O)([O-])OC[C@H](O)CO	6	28	-13	5	-11	-4	-13	8	4	-3	-2
46	O=C1CSc2ccc(S(=O)(=O)CCC(=O)NC3CCCCC3)cc2N1	-8	12	1	-21	2	2	-13	3	-8	0	2
47	C=CCSc1nc2sc3c(c2c(=O)[nH]1)CCC3	-8	-3	-1	-11	4	5	-4	-38	2	5	-6
48	N=c1n(CCO)c2ccccc2n1Cc1ccc(Cl)cc1	-7	1	-21	-14	5	7	-13	-6	-3	-2	-24
49	O=C(NC1CCOC1=O)c1ccccc1 (centres undefined)	-7	14	7	6	13	-23	-7	-6	-4	2	-16
50	OC(c1ccccc1)(c1nc(-c2cc3ccccc3o2)cs1)C(F)(F)F (centres undefined)	0	16	-28	-16	23	.	2	-7	-11	.	0
51	CC(=O)C[C@H]1c2cc(C(F)(F)F)ccc2S(=O)(=O)N1Cc1ccccc1	11	-12	-11	4	-3	-8	-1	12	4	2	4
52	COCCN1C(=O)COc2ccccc2C1C(=O)Nc1ccc2c(c1)OCCO2 (centres undefined)	-6	2	4	.	-7	.	-11	-28	.	.	-18

Assay outcomes from PubChem BioAssay.

These rows are one share of the data. The share of hits here may be higher or lower than overall.
